TGFb SMAD3 inh: inhibitors of TGF-b signaling | HepG2 CAGA-GFP TGF-b/SMAD3 reporter, GFP fluorescence, 18 h; TGF-beta stimulated, 500 pg/mL final | Potency, µM (titrated, usually from 46.1 µM), without a hit: at the highest dose activity, negative = inhibition, most hits filed as inhibitors | AID 588855 | 1.2% of 410,000 active; also: potency is read from the fitted curve at half-maximal effect; % is scaled to controls: 0 for no effect and ±100 for the full control effect; nearly all actives have a fitted effect of over 65% in size
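Smad-responsive CAGA-GFP expression was quantified in HEPG2 cells exposed to compounds and 500 pg/mL final TGF-beta for 18 h at 37 degrees C; unstimulated wells defined full inhibition.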
A549 tox: counter-screen for Nrf2 inhibitors: cytotoxicity in A549 cells; A549 ARE-Fluc cells, CellTiter-Fluor viability, 18-24 h; Potency, µM (titrated, usually from 46 µM), for the others: top-dose activity change, negative = cytotoxicity, usual class: inhibitors; 0.16% of 390,000 active; AID 504648; also: potency is read from the fitted curve at half-maximal effect; % is scaled to controls: 0 for no effect and ±100 for the full control effect
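A549 ARE-Fluc cells in 5% FBS OPTI-MEM, 5000 cells/well, rested 2 h then exposed to compounds in concentration-response for 18-24 h at 37 °C. Viability by CellTiter-Fluor fluorescence (Ex 405/Em 525) after 30 min; luciferase luminescence (BugLite, 15 min, RT) read afterwards.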
EPAC2 antag: antagonists of human EPAC2; Potency, µM (series often up to 114 µM), for the others: at the highest dose activity, negative = inhibition, actives largely listed as inhibitors; EPAC2 GEF exchange of Rap1B-BODIPY-GDP, fluorescence; 0.18% of 360,000 active; Q8WZA2; also: potency is read from the fitted curve at half-maximal effect; % is scaled to controls: 0 for no effect and ±100 for the full control effect; nearly all actives have a fitted effect of over 45% in size; many of its hits are not listed in these tables
Target sequence (Q8WZA2 whole entry, looked up): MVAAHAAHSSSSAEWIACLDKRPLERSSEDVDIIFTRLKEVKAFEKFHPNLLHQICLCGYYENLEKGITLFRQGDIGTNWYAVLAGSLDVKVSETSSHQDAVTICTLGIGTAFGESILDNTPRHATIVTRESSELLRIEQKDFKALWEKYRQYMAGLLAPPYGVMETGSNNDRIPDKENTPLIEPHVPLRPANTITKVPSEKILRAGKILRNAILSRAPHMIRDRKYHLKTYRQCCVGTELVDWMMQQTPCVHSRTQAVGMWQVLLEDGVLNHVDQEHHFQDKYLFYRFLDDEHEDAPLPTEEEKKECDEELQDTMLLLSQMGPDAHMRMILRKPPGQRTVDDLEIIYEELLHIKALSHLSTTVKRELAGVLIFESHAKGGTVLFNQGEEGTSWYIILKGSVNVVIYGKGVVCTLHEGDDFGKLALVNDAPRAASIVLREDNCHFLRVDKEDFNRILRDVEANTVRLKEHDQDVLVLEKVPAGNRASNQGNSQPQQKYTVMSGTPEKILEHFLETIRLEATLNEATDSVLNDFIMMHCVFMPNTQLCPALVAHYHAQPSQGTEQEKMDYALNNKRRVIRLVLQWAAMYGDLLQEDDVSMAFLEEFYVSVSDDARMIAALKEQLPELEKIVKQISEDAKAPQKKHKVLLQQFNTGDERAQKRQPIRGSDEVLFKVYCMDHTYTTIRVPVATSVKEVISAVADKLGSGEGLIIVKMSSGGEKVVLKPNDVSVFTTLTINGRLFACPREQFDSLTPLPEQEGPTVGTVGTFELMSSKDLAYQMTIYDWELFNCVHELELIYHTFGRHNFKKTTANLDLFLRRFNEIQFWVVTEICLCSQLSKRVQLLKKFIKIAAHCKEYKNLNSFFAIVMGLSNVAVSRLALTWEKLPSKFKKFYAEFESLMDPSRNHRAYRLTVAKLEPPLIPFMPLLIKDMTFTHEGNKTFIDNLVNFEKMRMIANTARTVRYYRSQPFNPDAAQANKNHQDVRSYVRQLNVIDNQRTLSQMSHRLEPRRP
Nrf2 ARE act: Nrf2 pathway activation; AREc32 ARE-luciferase reporter (MCF7-derived line), luminescence, 24 h; Potency, µM (doses to about 46.1 µM), for the others: top-dose activation, hits mostly activators; AID 624171; 0.31% of 410,000 active; also: potency is read from the fitted curve at half-maximal effect; % of control where 0% means no effect; nearly all actives have a fitted effect of over 65% in size
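AREc32_Fluc, 1000 cells/well, OPTI-MEM + 5% FBS, o/n 37 deg C 5% CO2; 23 nL cpd by pin tool, 24 hr; Steady-Glo 30 min RT, luminescence.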
pAkt inh: inhibitors of Akt phosphorylation | Neuro2A IGF-stimulated pAkt S473 HTRF, 20 min; hits give low values | activity change, % for hits at 50 µM | 0.32% of 360,000 active | AID 651550; in the data active = activity change below about -80%; inconclusive = mostly about -51% to -80%; also: % is scaled to controls: 0 for no effect and ±100 for the full control effect
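Neuro2A cells in DMEM with 0.5% FBS, overnight at 37 deg C, given compound at single 50 µM final, then IGF (6 nM final) for 20 min at 37 deg C. Lysed; phospho-Akt Ser473 by HTRF after 24 h, 665/615 ratio.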
EPAC2 ag: activates human EPAC2 exchange factor. Q8WZA2. EPAC2 activation, biochemical qHTS; response scale: 100% = 6.5 mM cAMP response. Potency, µM (doses to about 154 µM), inactives show at the highest dose activation, hits mostly activators. 0.079% of 360,000 active; also: potency is read from the fitted curve at half-maximal effect; nearly all actives have a fitted effect of over 50% in size
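In this primary screen, activation is scored as increased exchange of BODIPY-GDP from Rap1B by 100 nM EPAC2, with 50 uM GDP as competitor. Signal is normalized to the 6.5 mM cAMP agonist control.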
CCT chaperon mod: modulators of cytosolic chaperonin (CCT/TRiC) activity | purified chaperonin ATPase assay, HTRF ADP detection, 30 min | activity change, % (concentration not given with the values), hits read low | 0.3% of 360,000 active | AID 651819; in the data active = activity change below about -30%; also: % is scaled to controls: 0 for no effect and ±100 for the full control effect
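TRiC at 40 or 20 nM final (batch-dependent) in 30 mM Tris pH 7.4, 100 mM KCl, 5 mM MgCl2, 1 mM DTT, with compound at single 76 uM and 10 uM ATP, 30 min at 37 deg C. ADP detected by HTRF Transcreener, 665/615 ratio.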
Mm-Cpn inhibitor: M. maripaludis TRiC chaperonin inhibition; AID 504842; 0.031% of 330,000 active; purified Mm-Cpn ATPase, ADP Transcreener TR-FRET; Potency, µM (series often up to 76.9 µM), without a hit: at the top dose activity, negative = inhibition, usual class: inhibitors; also: potency is read from the fitted curve at half-maximal effect; % is scaled to controls: 0 for no effect and ±100 for the full control effect; nearly all actives have a fitted effect of over 80% in size
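Measured: ADP formation by purified Mm-CPN. Conditions: 25 nM protein, 10 uM ATP, Tris pH 7.4 with Mg2+, K+ and DTT, 37°C for 30 min. Detection: Transcreener HTRF after 30 min at room temperature.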
Nrf2 block: Nrf2 pathway inhibition; A549 ARE-Fluc reporter, luciferase luminescence, 18-24 h; Potency, µM (highest dose often 46 µM), for inactives: at the top dose activity change, negative = inhibition, actives largely listed as inhibitors; 2.1% of 360,000 active; AID 504444; also: potency is read from the fitted curve at half-maximal effect; % is scaled to controls: 0 for no effect and ±100 for the full control effect; nearly all actives have a fitted effect of over 60% in size
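Nrf2 activity is the BugLite luminescence, read 15 min after reagent at room temperature, following CellTiter-Fluor cytotoxicity readout (30 min, 37C). Compound titrations were applied for 18-24 h to 5000 A549 ARE_Fluc cells/well in 5% FBS OPTI-MEM.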
Starred values were filed as active, the others as inactive; [ ] = another dose, or the depositor's remark. Unless noted, calls follow the shape of the dose curve; as a rule, active = well fitted curve in the direction sought with a large enough effect; inconclusive = small, poorly fitted or top-dose-only effect, or another doubt; inactive = no such curve, though single readings can be large; an effect the other way counts as inactive or inconclusive. A portion of the library. The share of hits here may be higher or lower than overall.

For COc1ccccc1CN1C(=O)[C@@H]2C(CCC(N)=O)NC3(C(=O)Nc4c3ccc(Cl)c4C)[C@@H]2C1=O (stereo not given in full) the results were TGFb SMAD3 inh 3%, A549 tox -8%, EPAC2 antag -5%, Nrf2 ARE act 0.7%, pAkt inh inactive, EPAC2 ag -7%, CCT chaperon mod 1.4, Mm-Cpn inhibitor 0% and Nrf2 block 17%.
`O=C(CSc1ccc([N+](=O)[O-])cc1)NCC1CCCCC1` gave TGFb SMAD3 inh -3%, A549 tox 0%, EPAC2 antag 4%, Nrf2 ARE act 2.3%, pAkt inh inactive, EPAC2 ag -6%, CCT chaperon mod -3.6, Mm-Cpn inhibitor 2% and Nrf2 block 3%.
Screening COc1ccc(C(=O)C2CCCN(C(=O)c3cccnc3SC)C2)c(C)c1 (stereo not given) returned TGFb SMAD3 inh -4%, A549 tox 2%, EPAC2 antag -10%, Nrf2 ARE act 0.2%, pAkt inh inactive, EPAC2 ag 7%, CCT chaperon mod -1.2, Mm-Cpn inhibitor 1% and Nrf2 block inconclusive.
Screening Cc1ccc(NC(=O)C(=S)NCc2ccco2)cc1 returned TGFb SMAD3 inh -27%, A549 tox 2%, EPAC2 antag -2%, Nrf2 ARE act 3.3%, pAkt inh inactive, EPAC2 ag -8%, CCT chaperon mod -4.0, Mm-Cpn inhibitor 0% and Nrf2 block inconclusive.
For CCOc1ccc(/C=N/NC(N)=S)cc1 the results were TGFb SMAD3 inh -3%, A549 tox -2%, EPAC2 antag 8%, Nrf2 ARE act 8.6%, pAkt inh inactive, EPAC2 ag -7%, CCT chaperon mod 1.5, Mm-Cpn inhibitor 2% and Nrf2 block inconclusive.
`O=C(O)c1cc(N/N=C/c2ccncc2)ccc1Cl` gave TGFb SMAD3 inh -27%, A549 tox 6%, EPAC2 antag -2%, Nrf2 ARE act -0.5%, pAkt inh inactive, EPAC2 ag 16%, CCT chaperon mod -1.7, Mm-Cpn inhibitor 0% and Nrf2 block 2%.
`CCCc1cc(=O)[nH]c(SCC(=O)NC2(C#N)CCCCC2)n1` gave TGFb SMAD3 inh -4%, A549 tox 8%, EPAC2 antag 2%, Nrf2 ARE act 0.0%, pAkt inh inactive, EPAC2 ag 2%, CCT chaperon mod -4.8, Mm-Cpn inhibitor 1% and Nrf2 block 6%.
For CCC(C)(C(=O)NC1CCCCC1)N(Cc1ccco1)C(=O)CNC(=O)c1ccccc1 (stereo not given) the results were TGFb SMAD3 inh 16%, A549 tox -8%, EPAC2 antag -3%, Nrf2 ARE act -0.5%, pAkt inh inactive, EPAC2 ag 8%, CCT chaperon mod -1.0, Mm-Cpn inhibitor 1% and Nrf2 block -18%.
C=C(C)c1cccc(C(C)(C)NC(=O)NCCN(CC)CC)c1 was read as TGFb SMAD3 inh 6%, A549 tox -3%, EPAC2 antag -9%, Nrf2 ARE act -0.3%, pAkt inh inactive, EPAC2 ag 12%, CCT chaperon mod -1.1, Mm-Cpn inhibitor -2% and Nrf2 block -15%.
Screening COc1ccccc1NC(=O)NC1(C(=O)N2CCN(C)CC2)CCCCC1 returned TGFb SMAD3 inh 2%, A549 tox -17%, EPAC2 antag -3%, Nrf2 ARE act 0.2%, pAkt inh inactive, EPAC2 ag 0%, CCT chaperon mod -0.3, Mm-Cpn inhibitor -2% and Nrf2 block -11%.

The final 2 entries of the part above open the next one.
C=C(C)c1cccc(C(C)(C)NC(=O)NCCN(CC)CC)c1 was read as TGFb SMAD3 inh 6%, A549 tox -3%, EPAC2 antag -9%, Nrf2 ARE act -0.3%, pAkt inh inactive, EPAC2 ag 12%, CCT chaperon mod -1.1, Mm-Cpn inhibitor -2% and Nrf2 block -15%.
Screening COc1ccccc1NC(=O)NC1(C(=O)N2CCN(C)CC2)CCCCC1 returned TGFb SMAD3 inh 2%, A549 tox -17%, EPAC2 antag -3%, Nrf2 ARE act 0.2%, pAkt inh inactive, EPAC2 ag 0%, CCT chaperon mod -0.3, Mm-Cpn inhibitor -2% and Nrf2 block -11%.
For COc1ccc(N2CCCn3c2nc2c3c(=O)n(Cc3ccc(C)cc3)c(=O)n2C)c(OC)c1 the results were TGFb SMAD3 inh 31%[activator], A549 tox 0%, EPAC2 antag -4%, Nrf2 ARE act 0.2%, pAkt inh inactive, EPAC2 ag -1%, CCT chaperon mod -3.2, Mm-Cpn inhibitor 0% and Nrf2 block inconclusive.
COc1ccccc1C(=O)NCC(=O)NC(C)CCc1ccccc1 (stereo not given) was read as TGFb SMAD3 inh 2%, A549 tox 2%, EPAC2 antag 4%, Nrf2 ARE act -0.8%, pAkt inh inactive, EPAC2 ag -1%, CCT chaperon mod -0.7, Mm-Cpn inhibitor -11% and Nrf2 block 3%.
Screening Cc1ccc(N(C(=O)CNC(=O)c2ccco2)C(C(=O)NCC2CCCO2)c2ccccc2)cc1 (stereo not given) returned TGFb SMAD3 inh -11%, A549 tox 1%, EPAC2 antag 9%, Nrf2 ARE act -0.7%, pAkt inh inactive, EPAC2 ag -11%, CCT chaperon mod -2.6, Mm-Cpn inhibitor -2% and Nrf2 block 28%.
Cc1ccccc1CC(=O)Nc1ccc(S(=O)(=O)N2CCN(C)CC2)cc1 was read as TGFb SMAD3 inh -7%, A549 tox 4%, EPAC2 antag -8%, Nrf2 ARE act 0.5%, pAkt inh inactive, EPAC2 ag 5%, CCT chaperon mod -2.7, Mm-Cpn inhibitor 4% and Nrf2 block 2%.
`CCCn1c(=O)c(C(=O)Nc2ccccc2N)c(O)c2ccccc21` gave TGFb SMAD3 inh -4%, EPAC2 antag 8%, Nrf2 ARE act 7.3%, pAkt inh inactive, EPAC2 ag -7% and CCT chaperon mod -2.2.
`Cc1cccc(C)c1N=C1NN=C(c2ccccc2F)CS1` gave TGFb SMAD3 inh inconclusive, A549 tox inconclusive, EPAC2 antag 3%, Nrf2 ARE act 0.4%[9.22 µM], pAkt inh inactive, EPAC2 ag 10%, CCT chaperon mod -1.9, Mm-Cpn inhibitor 0% and Nrf2 block inconclusive.
For CC(=O)c1ccc(OCC(=O)OCC(=O)c2ccc(S(=O)(=O)N3CCCCC3)cc2)cc1 the results were TGFb SMAD3 inh -21%, EPAC2 antag -4%, Nrf2 ARE act -0.9%, pAkt inh inactive, EPAC2 ag 5% and CCT chaperon mod 0.4.
For O=C(Cc1cccc(C(F)(F)F)c1)OCC(=O)N1CCN(S(=O)(=O)c2ccc(Cl)cc2)CC1 the results were TGFb SMAD3 inh 17%, A549 tox -1%, EPAC2 antag 5%, Nrf2 ARE act 0.6%, pAkt inh inactive, EPAC2 ag -2%, CCT chaperon mod 1.5, Mm-Cpn inhibitor 6% and Nrf2 block 7%.
For O=C(CCN1C(=O)c2ccccc2S1(=O)=O)NCc1ccco1 the results were TGFb SMAD3 inh -12%, A549 tox -9%, EPAC2 antag 5%, Nrf2 ARE act 0.4%, pAkt inh inactive, EPAC2 ag 1%, CCT chaperon mod 0.0, Mm-Cpn inhibitor 3% and Nrf2 block 6%.
For O=C(CNC(=O)c1ccc(Cl)cc1)OCCN1C(=O)c2ccccc2C1=O the results were TGFb SMAD3 inh 1%, A549 tox -3%, EPAC2 antag 1%, Nrf2 ARE act 0.1%, pAkt inh inactive, EPAC2 ag 10%, CCT chaperon mod -1.9, Mm-Cpn inhibitor 2% and Nrf2 block -17%.
For O=C(COc1ccc(=O)n(-c2ccccc2)n1)Nc1ccccc1 the results were TGFb SMAD3 inh -10%, A549 tox -5%, EPAC2 antag 7%, Nrf2 ARE act 0.4%, pAkt inh inactive, EPAC2 ag 2%, CCT chaperon mod 0.3, Mm-Cpn inhibitor 3% and Nrf2 block -18%.
Screening CCC(C)[C@H](NC(=O)Nc1ccc(S(N)(=O)=O)cc1)C(=O)O (stereo not given in full) returned TGFb SMAD3 inh -28%, A549 tox -2%, EPAC2 antag 11%, Nrf2 ARE act -0.9%, pAkt inh inactive, EPAC2 ag -8%, CCT chaperon mod -1.6, Mm-Cpn inhibitor 3% and Nrf2 block 5%.
For COc1cc(NC(=O)NCC2CCN(Cc3ccccc3C)CC2)cc(OC)c1OC the results were TGFb SMAD3 inh 8%, A549 tox 1%, EPAC2 antag 5%, Nrf2 ARE act 0.3%, pAkt inh inactive, EPAC2 ag 6%, CCT chaperon mod -3.3, Mm-Cpn inhibitor 0% and Nrf2 block 8%.
COC(=O)C1=C(C(=O)OC)[C@@H]2N(Cc3ccccc3)c3ccccc3[C@@]23C[C@@H](C(=O)OC)N(C(=O)CC(C)C)C3=N1 was read as TGFb SMAD3 inh inconclusive, A549 tox 1%, EPAC2 antag 1%, Nrf2 ARE act 1.0%, pAkt inh inactive, EPAC2 ag 1%, CCT chaperon mod 1.4, Mm-Cpn inhibitor -3% and Nrf2 block 8%.
`O=C(COC(=O)c1ccc(F)cc1F)c1ccc[nH]1` gave TGFb SMAD3 inh 15%, A549 tox 10%, EPAC2 antag -3%, Nrf2 ARE act 0.6%, pAkt inh inactive, EPAC2 ag -3%, CCT chaperon mod 0.5, Mm-Cpn inhibitor -9% and Nrf2 block 6%.
Screening COc1ccc2c(CC(=O)N[C@@H](Cc3c[nH]c4ccccc34)C(=O)O)cc(=O)oc2c1 returned TGFb SMAD3 inh 1%, A549 tox -10%, EPAC2 antag 0%, Nrf2 ARE act -0.4%, pAkt inh inactive, EPAC2 ag 0%, CCT chaperon mod 0.0, Mm-Cpn inhibitor -2% and Nrf2 block 16%.
`CNC(=O)C[C@@H]1C(=O)N(c2ccc(Br)cc2)CC1(C)C` gave TGFb SMAD3 inh -1%, EPAC2 antag 3%, Nrf2 ARE act -0.5%, pAkt inh inactive, EPAC2 ag 1% and CCT chaperon mod 0.4.
